# Assay outcomes: PubChem, Broad Institute
# PAX8 inh HTS – lowers PAX8-driven luciferase in RMG-I cells | RMG-I TPO-luciferase reporter, SteadyGlo, 24 h | inhibition, % at 12.6 µM | 360,000 compounds, 1.2% hits | AID 652154;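 active = mean replicate inhibition at least 60% with every replicate also reaching 60%; inconclusive = only one of the two criteria is met; inactive = mean below 60% and not all replicates reaching 60%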;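 also: luciferase light reporting Pax8 driven TPO promoter activity; plate controls were median of neutral control wells for no effect and mitoxantrone controls for full effect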
# EWS-Fli inh – EWS/Fli transcriptional activity inhibition; inhibition, % at 12.6 µM; 350,000 compounds, 0.67% hits; A673 NR0B1-luciferase reporter, viability-normalised;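 active = mean inhibition of at least 50% after viability correction, with every replicate also passing that limit; inconclusive = mean reaches 50% but only one of two replicates passes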;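 also: firefly luciferase signal divided by Alamar Blue viability fluorescence both relative to DMSO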
# FN deposition inh – fibronectin deposition inhibition; AH1F fibroblasts, Alexa488-fibronectin deposition fluorescence, overnight; inhibition, % at 12.6 µM; AID 743247; 350,000 compounds, 0.086% hits;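 active = mean inhibition across replicates of 30% or more, regardless of how many single replicates reach that level; inconclusive = mean under 30% yet at least half of replicates reach 30%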;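 also: positive control wells lacked labelled fibronectin entirely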
#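 Test system: AH1F fibroblast monolayer depositing Alexa488-labelled fibronectin into matrix. Input: 10000 cells per well. Technique: fluorescence, ex 485 nm, em 525 nm. Buffer or medium: DMEM plus 2% serum, read in PBS. Timing: 1 h cell adhesion before compound, then overnight fibronectin incubation. Compound: single dose, pinned. Read-out basis: inhibition from reduced deposited-fibronectin fluorescence.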
# Cneo AK release – Cryptococcus neoformans lysis via adenylate kinase release; C. neoformans lysis, adenylate kinase release luminescence, 4 h; normalised: neutral wells 0, clomiphene wells 100; lysis activity, % at 15 µM; 360,000 compounds, 0.2% hits; AID 651654;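 active = mean lysis activity across replicates of at least 80%, whatever share of replicates individually reach that level; inactive = mean lysis activity below 80%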
#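 Test system: log-phase Cryptococcus neoformans yeast cells; Quantity: yeast cell density of 5 × 10^6 cells/mL; Buffer or medium: YPD; Doses: single compound concentration per well; Timing: 4 h at 37 °C static, read 1 h later; Measured by: AK luminescence; Read-out basis: lysis from increased AK signal; Control set: Clomiphene as positive control.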
# LGR2 antag – blocks bursicon-induced cAMP signaling via Drosophila LGR2. inhibition, % at 9.99 µM. HEK293 LGR2, CRE-luciferase, bursicon-stimulated, 4 h. 380,000 compounds, 0.35% hits;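 active = drop in luminescence signal, shown as inhibition above about 50% in the replicate tests, limit read from the data, passing the limit was not always enough; inconclusive = probably only some replicates passing the limit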;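 also: agonist challenge used bursicon conditioned medium at about half maximal strength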
# PGC1a acetyl inh – PGC1a acetylation modulation, inhibitor mode | U2OS PGC1a acetylation, AlphaScreen anti-acetyl-lysine; with virally co-expressed GCN5 acetyltransferase | inhibition, % at 15.6 µM | 350,000 compounds, 0.17% hits | AID 651687;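 active = every replicate shows inhibition of at least 40%; inconclusive = mean inhibition at least 40% but some replicate below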;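 also: 0% = neutral control wells and 100% = positive control wells; some results beyond the cut were filed as inactive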
# miR-122 sensor – blocks miR-122 activity in Huh7 sensor cells | Huh7 miR-122 Renilla luciferase sensor, 48 h; neutral wells = 0, positive control = 100 | 340,000 compounds, 0.3% hits | activation (reporter increase), % at 12.5 µM | AID 602342;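 active = mean replicate activation score at least 90 and every replicate individually at or above 90; inconclusive = only one of the two criteria met; inactive = neither criterion met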;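 also: higher luciferase means less miR-122 activity so hits act as miR-122 inhibitors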
# Casp6 inh – inhibitors of human caspase-6; purified caspase-6, Z-VEID-R110 cleavage fluorescence; inhibition, % at 12.5 µM; 350,000 compounds, 0.53% hits; AID 686996;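 active = mean inhibition across replicates at least about 35%, with every replicate also reaching that limit, limit read from the data; inconclusive = only one of the two criteria met; inactive = neither criterion met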;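 also: 0% = median of neutral control wells and 100% = no fluorescence left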
# Target sequence (P55212 24-179 limits assumed): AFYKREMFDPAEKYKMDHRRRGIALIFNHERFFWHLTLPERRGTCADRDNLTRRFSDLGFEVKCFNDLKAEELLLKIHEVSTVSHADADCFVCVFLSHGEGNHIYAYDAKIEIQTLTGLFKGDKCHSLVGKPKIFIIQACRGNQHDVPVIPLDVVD
# Target sequence (P55212 194-293 limits assumed): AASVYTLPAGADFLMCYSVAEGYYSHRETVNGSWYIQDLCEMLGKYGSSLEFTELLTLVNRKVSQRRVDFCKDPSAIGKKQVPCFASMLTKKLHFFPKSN
# * marks the source's active call; other numbers are inactive results; ? = inconclusive; . = no result given; [ ] = dose if it differs, or a comment.
SMILES,PAX8 inh HTS,EWS-Fli inh,FN deposition inh,Cneo AK release,LGR2 antag,PGC1a acetyl inh,miR-122 sensor,Casp6 inh
Cc1cc(N2CCCC2=O)ccc1S(=O)(=O)NCCOc1ccccc1,14,1,11,0,6,-7,8,-1
C[C@H]1CN([C@@H](C)CO)C(=O)c2cccc(NC(=O)NC3CCCCC3)c2O[C@@H]1CN(C)Cc1ccc(Oc2ccccc2)cc1,.,6,-16,2,-6,1,1[16.7 µM],1
COc1cccc(-c2ccc3c(c2)[C@H]2[C@H](CCN2C(=O)C2CCCC2)[C@H](CO)N3)c1,?,-4,1,.,-7,-7,.,1
Fc1ccc(CNCc2cccc(Br)c2)cc1,-22,-26,-3,2,-9,4,-4,1
C[C@H](CO)N1C[C@H](C)[C@@H](CN(C)CC2CC2)Oc2c(NS(=O)(=O)c3cn(C)cn3)cccc2C1=O,.,-12,.,-6,.,0,8[16.7 µM],-3
O=Cc1cnc(N2CCN(c3ccccc3)CC2)s1,-25,-22,7,.,8,4,5,2
CCc1ccc(C(=O)/C=C/c2cnn(C)c2C)s1,-105,.,-1,-16,.,8,4,.
Cc1nonc1NC(=O)CSc1nc2ccc(Cl)cc2[nH]1,-27,2,2,0,9,.,.,2
Cn1c(NCc2ccco2)nc2c1c(=O)n(Cc1ccc(Cl)cc1Cl)c(=O)n2C,.,.,10,-2,11,10,-2,.
Cn1cnc(S(=O)(=O)N2CC[C@H]3[C@H](CO)Nc4ccc(-c5ccc(F)cc5)cc4[C@H]32)c1,-10,-3,11,-1,2,-1,0[16.7 µM],2
Cc1ccc(C)c(NC(=O)c2nc(-c3ccccc3)n(-c3ccccc3)n2)c1,13,.,-4,3,.,3,0,.
Oc1ccc(C(=S)N2CCCCC2)cc1Cl,.,.,-3,4,.,9,12,.
O=C(C[C@@H]1CC[C@H]2[C@@H](COC[C@@H](O)CN2Cc2nccs2)O1)NCc1ccccc1F,-9,0,1,1,-9,-3,5[16.7 µM],-1
O=C(c1cc(-c2ccc(Cl)cc2Cl)on1)N1CCCC1,-48,55*,0,-3,75*,.,-2,-1
CCOc1ccc(N2CC(C(=O)OCC(=O)c3ccc(OC)cc3)CC2=O)cc1 (configuration not stated),-2,-1,3,0,-4,4,-7,4
CC(Oc1ccc(Cl)cc1)C(=O)Nc1ncccn1 (configuration not stated),.,.,-3,0,.,0,2,.
COc1ccc(/C=N/NC(=O)c2cccc([N+](=O)[O-])c2)cc1OC,-4,-9,-23,.,-12,.,.,-1
C[C@H](CO)N1C[C@H](C)[C@@H](CN(C)Cc2ccc(Oc3ccccc3)cc2)OCc2cn(nn2)CCCC1=O,12,3,14,.,3,-8,3[16.7 µM],.
CCOC(=O)N/N=C/c1c(C)c(C(=O)c2ccc(F)cc2)n2ccccc12,18,-15,0,-1,29,2,-8,0
Cc1ccc(OCc2nnc(NC(=O)c3cccnc3)s2)cc1,15,-1,-27,.,1,-7,0,-1

# Looked up above:
# Result for `Cc1ccc(C)c(NC(=O)c2nc(-c3ccccc3)n(-c3ccccc3)n2)c1` in PGC1a acetyl inh: 3
# Result for `CCOC(=O)N/N=C/c1c(C)c(C(=O)c2ccc(F)cc2)n2ccccc12` in FN deposition inh: 0

# The list continues.
SMILES,PAX8 inh HTS,EWS-Fli inh,FN deposition inh,Cneo AK release,LGR2 antag,PGC1a acetyl inh,miR-122 sensor,Casp6 inh
COc1ccc(Cl)cc1NC(=O)CN(C)C(=O)c1cc(C)oc1C,7,4,8,-2,1,-2,.,5
COc1ccc(NC(=O)c2nc(SC)ncc2Cl)cc1,39,9,1,.,-1,1,.,3
O=C1NCCCC1C(=O)N/N=C/c1ccc([N+](=O)[O-])cc1 (configuration not stated),6,-3,-4,24,-2,-1,-6,-2
NNC(=O)CCC(=O)Nc1ccccc1,4,2,-7,.,2,.,.,-3
CN1CCN(c2ccc(S(=O)(=O)N3CCOCC3)cc2NC(=O)COc2ccc(F)cc2Cl)CC1,-2,.,1,5,-16,3,.,-2
Cc1cc(C=C2C(=O)c3ccccc3C2=O)c(C)n1-c1ccc(Cl)cc1,.,-100,.,.,-59,5,-19,13
CCOC(=O)Cn1nc(C)c2c1CCCC2=O,-2,.,1,-1,.,5,-5,.
CCCNC(=O)C1(C)CCN(C(=O)c2cc(F)ccc2C)C1 (configuration not stated),-2,-8,-1,0,-24,.,-3,2
COc1ccc2c3c(n(C)c2c1)[C@@H](CO)N(C(=O)Nc1ccc(F)cc1)CC31CCN(C(=O)Cc2ccncc2)CC1,.,6,.,.,-17,6,.,-1
COC(=O)C(NS(=O)(=O)c1ccc(NC(C)=O)cc1)C(C)C (configuration not stated),.,6,.,-3,4,1,.,2

# Part of the list above, bar-delimited:
compound | PAX8 inh HTS | EWS-Fli inh | FN deposition inh | Cneo AK release | LGR2 antag | PGC1a acetyl inh | miR-122 sensor | Casp6 inh
CN1CCN(c2ccc(S(=O)(=O)N3CCOCC3)cc2NC(=O)COc2ccc(F)cc2Cl)CC1 | -2 | . | 1 | 5 | -16 | 3 | . | -2
Cc1cc(C=C2C(=O)c3ccccc3C2=O)c(C)n1-c1ccc(Cl)cc1 | . | -100 | . | . | -59 | 5 | -19 | 13
CCOC(=O)Cn1nc(C)c2c1CCCC2=O | -2 | . | 1 | -1 | . | 5 | -5 | .
CCCNC(=O)C1(C)CCN(C(=O)c2cc(F)ccc2C)C1 (configuration not stated) | -2 | -8 | -1 | 0 | -24 | . | -3 | 2
COc1ccc2c3c(n(C)c2c1)[C@@H](CO)N(C(=O)Nc1ccc(F)cc1)CC31CCN(C(=O)Cc2ccncc2)CC1 | . | 6 | . | . | -17 | 6 | . | -1
COC(=O)C(NS(=O)(=O)c1ccc(NC(C)=O)cc1)C(C)C (configuration not stated) | . | 6 | . | -3 | 4 | 1 | . | 2

# Additional structures
SMILES,PAX8 inh HTS,EWS-Fli inh,FN deposition inh,Cneo AK release,LGR2 antag,PGC1a acetyl inh,miR-122 sensor,Casp6 inh
C[C@@H]1CN([C@H](C)CO)C(=O)c2cc(NC(=O)Nc3ccccc3)ccc2O[C@@H]1CN(C)Cc1ccc(Cl)c(Cl)c1,.,12,.,.,-4,-18,-2[16.7 µM],.
Cc1c(O)c(CN2CCCC2)cc2c3c(c(=O)oc12)CCC3,.,.,-6,-1,-11,5,.,-3
C/C(=N\NC(=O)c1nnn(-c2nonc2N)c1-c1ccc(Cl)c(Cl)c1)c1ccncc1,-23,-6,-6,1,-13,-1,1,-6
Cc1cccc(CSCCNC(=O)COc2ccc(Cl)cc2)c1,13,1,9,.,-15,.,.,0
COc1ccc(CN(C)C[C@H]2OCCCC[C@@H](C)Oc3ccc(NS(=O)(=O)c4ccccc4)cc3C(=O)N([C@H](C)CO)C[C@H]2C)cc1,12,8,-9,1,1,2,1[16.7 µM],-1
CCS(=O)(=O)N1CCCCN2[C@H](CO)[C@@H](c3ccc(-c4ccc(C#N)cc4)cc3)[C@H]2C1,1,-4,.,1,15,2,0[16.7 µM],0
Cc1ccc(F)cc1NC(=O)COC(=O)COc1ccc(C#N)cc1,-13,2,0,0,18,.,-2,0
COCC(=O)Nc1ccc2c(c1)C(=O)N(C)C[C@H](OC)[C@H](C)CN(CC1CCCCC1)[C@@H](C)CO2,.,1,-16,5,-1,1,1[16.7 µM],-4
O=C(COC(=O)c1cccc(-n2cnnn2)c1)c1ccc(Br)cc1,-123,-56,9,-5,5,.,4,2
CCC1CCC2(CC1)NC(=O)N(CC(=O)N1CCc3ccccc31)C2=O (configuration not stated),.,11,5,1,-6,-4,1,1
COc1cc(CN(C(=S)NCC(=O)NC2CC2)C2CCCC2)cc(OC)c1OC,1,-3,4,3,5,.,10,1
C=CC[C@]12C[C@@]3(O[C@H](C4CCCCC4)N=C3C[C@H](c3ccc(OC)cc3)[C@H]1C)N(Cc1ccncc1)C2=O,3,1,-6,.,-1,.,.,1
C=CCOC(=O)[C@@]12O[C@]3(COC[C@H](c4ccccc4)N3C1=O)[C@@H]1C(=O)N(c3ccccc3)C(=O)[C@@H]12,-14,-10,.,21,.,17,.,5
CCC(C(=O)O)n1nnc(-c2ccc(OCc3ccccc3)c(OC)c2)n1 (configuration not stated),4,13,-15,.,2,.,.,8
CCCOc1ccc(N2CC(C(=O)Nc3ccccc3C(=O)NCc3ccco3)CC2=O)cc1 (configuration not stated),.,0,.,0,1,13,-1,4
COC(=O)c1nc(NC(=O)C(C)C)n[nH]1,.,8,.,5,-16,0,-3,-4
CCOC(=O)c1c(C)[nH]c(C(=O)OC(C)C(=O)NC2CCCCC2C)c1C (configuration not stated),4,3,-3,1,0,.,.,0
CCOC(=O)N1CCN(c2c(N3CCN(c4ccccn4)CC3)c(=O)c2=O)CC1,-7,3,0,-1,1,3,-3,-1
Cc1cc(-c2cc(C(=O)NCc3ccccc3)on2)nc(NC2CCCC2)n1,-10,8,9,-2,2,.,8,.
C[C@@H]1CN([C@H](C)CO)C(=O)Cc2cc(NC(=O)Nc3ccc(C(F)(F)F)cc3)ccc2O[C@@H]1CN(C)C,3,12,.,-1,-17,0,-4[16.7 µM],4
CSc1nc2c(ccc3ccccc32)o1,-16,.,7,0,.,8,4,.
Cc1ccc(NC2CCCN(C(=O)C3CCCCC3)C2)cc1C (configuration not stated),21,11,5,16,-3,.,.,1
CCOC(=O)c1c(NC(=O)c2cc(-c3ccc(O)cc3)on2)sc(C(C)=O)c1C,3,-7,-6,-1,-7,12,5,-1
CCCc1cc(C(=O)Nc2ccn(Cc3ccc(C)cc3)n2)no1,2,3,5,.,-2,.,-4,2
C[C@@H]1CN([C@H](C)CO)S(=O)(=O)c2ccc(C#Cc3ccc(F)cc3)cc2O[C@@H]1CN(C)S(=O)(=O)c1ccc(F)cc1,.,3,-3,1,14,3,10[16.7 µM],2
CC(=O)Nc1ccccc1-c1ccccc1[N+](=O)[O-],0,5,0,1,-3,23,-8,-4
CCOc1ccccc1CN1CCN(Cc2ccc(C)o2)CC1CCO (configuration not stated),0,9,1,.,8,.,.,1
CCCC#Cc1ccc2c(c1)O[C@@H](CN(C)C(=O)CC1CC1)[C@@H](C)CN([C@H](C)CO)S2(=O)=O,.,7,.,5,-4,-13,6[16.7 µM],-1
CCOc1ccc(S(=O)(=O)n2cc(-c3ccc(F)cc3)c(N)n2)cc1,.,.,4,3,-2,-32,12,.
Cc1cc(NC(=O)Cc2c(F)cccc2Cl)no1,.,.,0,-3,.,1,0,.
C[C@@H]1CN([C@@H](C)CO)S(=O)(=O)c2ccc(C#CC3CCCC3)cc2O[C@H]1CN(C)Cc1cccnc1,84*,21,-9,0,25,11,-1[16.7 µM],-3
COc1ccc(NS(=O)(=O)c2ccc(NC(=O)C3CC3)cc2)cc1,6,.,-23,3,13,.,1,0
COc1ccc(Br)cc1CN(C)CC(=O)Nc1ccccc1Cl,-3,-5,3,-4,.,.,4,0
